KB-3-1 cytotox – KB-3-1 parental cell cytotoxicity. Potency, µM (doses to about 46.1 µM), for the others: at the top dose activity change, negative = cytotoxic, most hits filed as cytotoxic. KB-3-1 viability, CellTiter-Glo ATP luminescence, 72 h. 400,000 tested, 1.4% active; further: on the % scale 0 is the no-effect control and ±100 the full control effect; nearly all actives have a fitted effect of over 60% in size
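KB-3-1 parental drug-naive adenocarcinoma cells in DMEM/10% FBS, incubated 72 h at 37 C with pin-transferred compounds across a concentration series. Viability by CellTiter-Glo luminescence; concentration-response curves fitted after normalization.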
GLP-1R agonist – activates the human GLP-1 receptor. HEK293 GLP-1R CRE-luciferase, luminescence, 4-6 h; cells express a hypersensitive GLP-1R form. Potency, µM (series often up to 45.6 µM), inactives show at the top dose activation, actives largely listed as activators. 380,000 tested, 0.007% active. AID 624172; further: % of control where 0% means no effect
Target sequence (P43220 whole entry, looked up): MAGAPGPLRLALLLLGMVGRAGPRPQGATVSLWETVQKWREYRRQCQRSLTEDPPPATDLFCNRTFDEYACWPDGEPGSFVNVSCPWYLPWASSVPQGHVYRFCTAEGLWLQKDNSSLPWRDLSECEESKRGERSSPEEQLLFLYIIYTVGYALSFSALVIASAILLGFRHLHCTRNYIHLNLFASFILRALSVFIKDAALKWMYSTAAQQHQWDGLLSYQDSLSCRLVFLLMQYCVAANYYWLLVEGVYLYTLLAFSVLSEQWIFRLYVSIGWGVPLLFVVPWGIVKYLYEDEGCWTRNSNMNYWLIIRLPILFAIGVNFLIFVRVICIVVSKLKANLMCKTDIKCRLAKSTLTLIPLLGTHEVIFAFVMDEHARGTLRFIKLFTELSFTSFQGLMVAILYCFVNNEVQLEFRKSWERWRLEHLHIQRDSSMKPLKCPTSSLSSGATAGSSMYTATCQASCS
KB-V1 MDR tox – KB-V1 MDR subline cytotoxicity; KB-V1 MDR cells viability, CellTiter-Glo, 72 h; Potency, µM (highest dose often 46.1 µM), for the others: at the highest dose activity change, negative = cytotoxicity, actives largely listed as cytotoxic; 400,000 tested, 3.4% active; further: on the % scale 0 is the no-effect control and ±100 the full control effect; nearly all actives have a fitted effect of over 60% in size
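KB-V1 cells (P-gp-expressing MDR subline of KB-3-1) in phenol-red-free DMEM with 10% FBS were exposed to library compounds over a concentration series for 72 h at 37 degrees C. Viability read by CellTiter-Glo luminescence; concentration-effect curves fitted after normalization.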
HT1080-NT tox – kills 2HG-producing HT-1080-NT fibrosarcoma cells | AID 686970 | Potency, µM (doses to about 46.1 µM), without a hit: at the top dose activity, negative = less viability, usual class: cytotoxic | 360,000 tested, 1.6% active | HT-1080-NT fibrosarcoma viability, CellTiter-Glo ATP luminescence, 48 h;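 further: NT is the 2HG producing partner of a matched IDH1 knockdown line; 0% = DMSO-treated cells and -100% = media-only wells without cells; nearly all actives have a fitted effect of over 55% in size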
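HT-1080-NT; 750 cells/well; 5% FBS RPMI; 48 h compound, 37 degrees C; CellTiter-Glo luminescence; curve fitting and curve-class assignment.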
TDP-43 yeast inh – rescues yeast growth from TDP-43 toxicity; Potency, µM (top dose mostly 46.1 µM), for inactives: top-dose growth rescue (activation), hits mostly activators; 410,000 tested, 1.8% active; AID 652104; TDP-43 expressing yeast growth rescue, BacTiter-Glo, 24 h; further: % of control where 0% means no effect; nearly all actives have a fitted effect of over 50% in size
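Cell-based yeast growth screen: TDP-43 expression induced in galactose, inoculum OD600=0.02 after raffinose pregrowth to mid-log. Read-out BacTiter-Glo luminescence at 24 hr, 30 deg C; inhibition of toxicity seen as signal increase.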
GLP1R inv ag – GLP-1 receptor (human) inverse agonism; P43220; HEK293 GLP-1R CRE-luciferase, luminescence, 24 h; GLP-1R form is constitutively active; Potency, µM (doses to about 38.3 µM), without a hit: top-dose activity change, negative = inhibition, hits mostly inhibitors; 410,000 tested, 1.6% active; AID 624417; further: on the % scale 0 is the no-effect control and ±100 the full control effect; nearly all actives have a fitted effect of over 55% in size
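Luminescence readout: a drop in cAMP-driven luciferase signal flags inverse agonism at a constitutively active GLP-1R stably expressed in HEK293. Compound exposure lasted 24 hr at 37 deg C, 5% CO2.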
SW480 rereplic – DNA re-replication induction in SW480 cells. SW480 DNA re-replication, Hoechst DNA content imaging, 48 h. Potency, µM (series often up to 46.1 µM), for the others: top-dose re-replication activation, most hits filed as activators. 340,000 tested, 1.8% active; further: % of control where 0% means no effect; nearly all actives have a fitted effect of over 55% in size
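Per well, 250 cells were exposed to pinned compound for 48 hr. Nuclear DNA was visualised with Hoechst (40 min, 37 C) and total object intensity recorded by fluorescence scanning.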
HEK293 tox – cytotoxicity in counter-screen for GLP-1R inverse agonists | HEK293 cAMP-luciferase reporter cells, luminescence, 24 h | Potency, µM (top dose mostly 38.3 µM), for inactives: at the highest dose activity change, negative = inhibition, hits mostly inhibitors | 410,000 tested, 0.13% active | AID 624418;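 further: loss of luciferase light is scored as toxicity; on the % scale 0 is the no-effect control and ±100 the full control effect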
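Seeding density was 200 cells/uL; after overnight-length (12 h) culture, 23 nL compounds went on for 24 h at 37 °C. Readout used a luciferase detection reagent, luminescence taken after 12 min at room temperature.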
HT1080 IDH1KD tx – HT-1080 IDH1 knockdown cell toxicity (counter line); HT-1080 IDH1 knockdown viability, ATP luminescence, 48 h; AID 686971; Potency, µM (doses to about 46.1 µM), without a hit: at the top dose activity, negative = toxicity, most hits filed as cytotoxic; 360,000 tested, 2% active;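 further: 0% = DMSO wells and -100% = cell-free medium wells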
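CellTiter-Glo luminescence after 48 h compound exposure at 37 degrees C of IDH1-knockdown HT-1080 cells in 5% FBS RPMI. %Activity scaled between DMSO wells and cell-free media wells, with curves fitted and assigned curve classes.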
* hit, by the source's call; ? = inconclusive; . = not tested or not shown; & = joins results of further samples; ! = a repeat was not active; [ ] = dose if it differs, or a comment. The call rests on the fitted dose curve; in most records, active means well fitted curve in the direction sought with a large enough effect; inconclusive means small, poorly fitted or top-dose-only effect, or another doubt; inactive means no such curve, though single readings can be large; an effect the other way counts as inactive or inconclusive. Potency means the concentration at half of the fitted maximal effect.

SMILES	KB-3-1 cytotox	GLP-1R agonist	KB-V1 MDR tox	HT1080-NT tox	TDP-43 yeast inh	GLP1R inv ag	SW480 rereplic	HEK293 tox	HT1080 IDH1KD tx
O=C(CN1CCCC1)Nc1ccc(OCc2ccccc2)cc1	1%	-11%	-25%	-4%	-5%	-20%	-1%	-22%	-7%
COc1ccc(-c2cn3nc(N4CCC(C(=O)NCc5ccccc5F)CC4)sc3n2)cc1	-8%	.	6%	.	2%	2%	.	0%	.
CC(C)C(c1nnnn1C1CCCC1)N(C)C1CCCCC1 (configuration not stated)	-20%	5%	18µM*	0%	1%	-18%	-8%	-15%	-2%
CC(O)[C@H]1CNC(=O)C(=O)N1CCc1cccc(F)c1 (some centres not stated)	23%	1%	?	18%	11%	18%	-7%	?	10%
O=C(Nc1ccc(Oc2cccnc2)cc1)C1CCCCN1Cc1ccc(CO)o1 (configuration not stated)	.	2%	.	0%	17%	-33%	6%	-2%	-11%
CCOC(=O)c1c(NC(=O)CN2CCCCC2)sc(CN(C)C)c1-c1ccccc1	-62%	10%	-53%	16%	-2%	?	16µM*	3%	12%
CN1c2ccccc2N(C)C1(C)c1cccc2ccccc12	?	3%	-5%	0%	13%	19%	?	-4%	-3%
Cc1ccc(CN2CCN(c3ccccn3)CC2)s1	0%	-1%	3%	1%	-17%	0%	1%	1%	-1%
CCCS(=O)(=O)N1CCCC(C(=O)NCCCN2CCN(c3cccc(Cl)c3)CC2)C1 (configuration not stated)	-21%	2%	-10%	-1%	-8%	?	2%	6%	-13%
CC1(c2cccc(Br)c2)NC(=O)N(CC(=O)NC2CCCCC2)C1=O (configuration not stated)	-1%	-3%	3%	-1%	-8%	-19%	9%	8%	-1%
CNC(=O)COC(=O)c1cccnc1SC	-14%	7%	0%	-4%	-3%	0%	-4%	7%	0%
O=C(/C=C/c1ccccc1F)c1cccc([N+](=O)[O-])c1	0%	-6%	3%	-13%	20%	-19%	86%	-16%	-25%
C/C(=N\NC(=O)c1c[nH]c2ccccc12)c1ccccn1	?	3%	-30%	?	8%	?	26%	7%	?
C=CCNc1sc(C(=O)C2CC2)c(N)c1C#N	0%	24%	-3%	2%	?	181%[activator]	-4%	-13%	1%
Cc1cc(C)n(CCCNC(=O)c2ccc(S(=O)(=O)NCc3ccco3)cc2)n1	0%	-7%	-8%	1%	12%	0%	3%	2%	2%
CCC/C(=N\NC(=O)c1cccc(C)c1)c1ccccc1	5%	0%	-5%	11%	8%	4%	9%	-11%	10%
O=C(CCn1c(=O)c2cccn2c2cccnc21)N1CCN(c2cccc(Cl)c2)CC1	?	0%	-16%	3%	20µM*!	3%&-1%	-4%	-3%&1%	5%
C/C(N)=C(/C#N)C(=O)COC(=O)c1ccccc1O	?	9%	1%	5%	7%	12%	-3%	-5%[1.53 µM]	1%
CCC(CC)c1nnc(NC(=O)c2cccnc2SC)s1	8%	0%	?	9%	-14%	2%	-1%	-12%	15%
COc1ccccc1CCNC(=O)c1ccccc1SCC(=O)N1CCCC1	8%	-3%	-10%	17%	5%	2%	-25%	24%	8%
CC(=O)Nc1ccc(S(=O)(=O)NNC(=O)c2cccc(Cl)c2)cc1	-3%	3%	-5%	15%	-8%[0.397 µM]	18%	-1%	-8%	12%
NC(=O)CSc1nnc(-c2cccc(S(=O)(=O)N3CCOCC3)c2)n1C1CCCCCC1	6%	-7%	?	-4%	1%	1%	?	-9%	-3%
COc1ccc(C(=O)n2nc(N)c3cc4ccc(C)cc4nc32)cc1OC	14%	.	11%	.	15%	6%	.	1%	.
Cc1ccc(-c2csc(NCCc3nc4cc(Cl)c(Cl)cc4n3CCCO)n2)cc1	0%	-3%	0%	0%	2%	?	-1%	11%	-3%
O=C(NCc1nnnn1-c1ccc(F)cc1)C1CC(=O)N(c2ccc(F)cc2)C1 (configuration not stated)	?	4%	3%	2%	0%	-10%	-4%	-1%	-5%
SMILES	KB-3-1 cytotox	GLP-1R agonist	KB-V1 MDR tox	HT1080-NT tox	TDP-43 yeast inh	GLP1R inv ag	SW480 rereplic	HEK293 tox	HT1080 IDH1KD tx
NS(=O)(=O)c1ccc(CCNC(=O)CSc2ccc3ccccc3c2)cc1	-1%	-1%	-12%	-12%	.	?	?	-5%	-11%
Cc1ccc(SCc2ccc(C(=O)Nc3cccc([N+](=O)[O-])c3)cc2)cc1	-2%	-3%	2%	0%	0%	4%	8.2µM*	-17%	-1%
CCC1CN(C(=O)N2CCC(C(=O)NCc3cccc(F)c3)CC2)c2ccccc2O1 (configuration not stated)	-10%	-5%	-22%	1%	-6%	?	-33%[inhibitor]	-7%	-6%
c1nc(NCC2CCCO2)c2[nH]cnc2n1 (configuration not stated)	13%&0%&14%	-2%	-15%&0%&2%	1%	-11%	0%	-1%	10%	-5%
NC(=O)c1c(NC(=O)c2cccnc2)sc2c1CCCC2	-21%	12%	?	?	-7%[9.22 µM]	53%[activator]	8%	-3%	16%
Cc1ccc(NC(=O)N/C=C/c2ccco2)cc1	-14%	-11%	0%	1%	-4%	58%[activator]	?	16%	-16%
CN(C)C(=O)c1cn(-c2ccccc2)nc1-c1cc2ccccc2o1	14%	21%	-17%	14%	-12%	?	10%	-5%	-11%
O=C(NCc1ccco1)c1cc(-c2ccccc2)nc2ccccc12	1%	24%	0%	-14%	3%	?	-1%	5%	-11%
Cc1ccc(Cl)cc1N1CCN(C(=O)c2ccc(NC3=NC4CS(=O)(=O)CC4S3)cc2)CC1 (configuration not stated)	-41%	0%	0%	22%	5%	3%	-2%	-16%	17%
COc1ccc(OC)c(CNc2c(C=O)c(=O)[nH]c3ccccc23)c1	21%	1%	?	3%	12%	21%	-1%	6%	-2%
CCn1c(=S)sc2c(=O)n(CC(=O)NC(C)CCc3ccccc3)c(C)nc21 (configuration not stated)	11%	-5%	-13%	10%	-19%	-9%	-25%	8%	7%
CC(C)c1ccc(NC2CCCN(C(=O)CN3CCCCC3=O)C2)cc1 (configuration not stated)	-19%	-4%	-10%	-5%	8%	-8%	.	2%	-3%
NC(=S)N/N=C/c1ccc(-c2cc(Cl)ccc2Cl)o1	-29%	12%	7.3µM*	3.2µM*	?	0%	-3%	?	?
CC(C)OC(=O)c1cccc2c1C(=O)c1ccccc1-2	18%	29%	-20%	-3%	-21%[1.82 µM]	-13%	19%	1%	10%
CNS(=O)(=O)c1cc2c3c(cccc3c1)C(=O)NC2=O	-1%	2%	4%	-2%	-12%	?	?	?	-8%
NC(=O)C[C@H](N)c1cn([C@@H](CC(N)=O)C(=O)N2CCNCC2)nn1	2%	-3%	-24%	6%	-17%	23%	-6%	12%	0%
NC(=O)Cn1cc(/C=N\NS(=O)(=O)c2ccccc2)c2ccccc21	-3%	1%	0%	0%	-5%	-28%	8%	-16%	-7%
O=Cc1c(N2CCOCC2)nc2ccccn2c1=O	5%	4%	4%	9%	-9%	7%	0%	21%	12%
COCC(=O)N1CCC(n2nccc2NC(=O)CCOc2ccccc2)CC1	2%	6%	9%	1%	7%	10%	-6%	5%	7%
CCN1CCN(c2cc(C)c3cc(NC(=O)c4cccc(C(F)(F)F)c4)ccc3n2)CC1	-7%	.	3%	.	4%	?	.	-11%	.
Cc1ccccc1-n1c(=O)c2c3c(sc2n2cnnc12)CCCC3	-17%	.	-2%	.	?	3%	.	0%	.
Cc1cc2oc(=O)cc(CN3CCN(S(=O)(=O)c4cccs4)CC3)c2cc1C(C)C	-17%	-6%	?	-17%	9%	8%	-2%	1%	0%
COc1cc(/C=C\C(=O)O)cc(S(=O)(=O)N2CCCCCC2)c1OC	3%	-1%	0%	25%	2%	-6%	7%	-3%	7%
Cc1ccc(S(=O)(=O)Nc2c(C)nc3nc(C)[nH]n3c2=O)cc1	8%	3%	-6%	13%	-11%	-1%	-10%	-7%	20%
Cc1cc(C)n(-c2ccc(S(=O)(=O)N3CCOCC3)cc2[N+](=O)[O-])n1	0%	10%	-27%	3%	-6%	14%	-9%	10%	9%
SMILES	KB-3-1 cytotox	GLP-1R agonist	KB-V1 MDR tox	HT1080-NT tox	TDP-43 yeast inh	GLP1R inv ag	SW480 rereplic	HEK293 tox	HT1080 IDH1KD tx
COc1ccc(C(C(=O)NC2CCCCC2)N(C(=O)c2cccs2)c2ccc3c(c2)OCO3)cc1 (configuration not stated)	-2%	-1%	5%	16%	-10%	-13%	4%	6%	-28%
CCOC(=O)C1CCN(CC(=O)Nc2c(C(=O)OC)[nH]c3cccc(Cl)c23)CC1	1%	9%	-7%	8%	-7%	0%	-3%	-26%	-28%
CCCn1c(SCC(=O)Nc2nc3c(s2)CCCC3)nc2c1c(=O)n(C)c(=O)n2C	-7%	-5%	0%	-1%	1%	1%	-16%	-16%	2%
O=[N+]([O-])c1ccc(C(=S)N2CCN(c3ccc(F)cc3)CC2)cc1	3%	4%	-19%	1%	?	-10%[7.66 µM]	4%	-2%[7.66 µM]	-2%
CCc1cc2c(=O)n(CCC(C)C)c(=S)[nH]c2s1	-27%	0%	?	-21%	?	-21%	0%	17%	?
CCOc1ccc(CNS(=O)(=O)c2ccc3c(c2)CCCN3C(C)=O)cc1OC	-11%	.	-7%	.	17%	15%	.	9%	.
O=C(Cc1cccs1)N1CCN=C1SCc1ccccc1F	2%	4%	0%	7%	-11%	2%[0.307 µM]	?	11%[0.307 µM]	15%
CCN(CC)C(=O)c1cnn(-c2ccccc2)c1NC(=O)c1ccco1	4%	3%	?	-9%	-29%	30%	0%	8%	-12%

Three of the compounds above, comma-delimited.
SMILES,KB-3-1 cytotox,GLP-1R agonist,KB-V1 MDR tox,HT1080-NT tox,TDP-43 yeast inh,GLP1R inv ag,SW480 rereplic,HEK293 tox,HT1080 IDH1KD tx
CCOC(=O)C1CCN(CC(=O)Nc2c(C(=O)OC)[nH]c3cccc(Cl)c23)CC1,1%,9%,-7%,8%,-7%,0%,-3%,-26%,-28%
CCCn1c(SCC(=O)Nc2nc3c(s2)CCCC3)nc2c1c(=O)n(C)c(=O)n2C,-7%,-5%,0%,-1%,1%,1%,-16%,-16%,2%
O=[N+]([O-])c1ccc(C(=S)N2CCN(c3ccc(F)cc3)CC2)cc1,3%,4%,-19%,1%,?,-10%[7.66 µM],4%,-2%[7.66 µM],-2%
